Bioassay records: PubChem BioAssay, Sanford-Burnham Center for Chemical Genomics
APOBEC3G inh: blocks human APOBEC3G single-stranded DNA deamination. Q9HC16. recombinant A3G, ssDNA deamination FAM/TAMRA fluorescence. inhibition, % at 20 µM. hit rate 0.28% among 330,000. AID 493012;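 active = inhibition of at least 40% at 20 µM, with no more than 30% in the related APOBEC3A deaminase screen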;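 note: plate controls were DMSO wells with A3G for no effect and wells lacking A3G enzyme for full effect; some compounds called inactive have numbers as strong as hits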
Target sequence (Q9HC16 whole entry, looked up): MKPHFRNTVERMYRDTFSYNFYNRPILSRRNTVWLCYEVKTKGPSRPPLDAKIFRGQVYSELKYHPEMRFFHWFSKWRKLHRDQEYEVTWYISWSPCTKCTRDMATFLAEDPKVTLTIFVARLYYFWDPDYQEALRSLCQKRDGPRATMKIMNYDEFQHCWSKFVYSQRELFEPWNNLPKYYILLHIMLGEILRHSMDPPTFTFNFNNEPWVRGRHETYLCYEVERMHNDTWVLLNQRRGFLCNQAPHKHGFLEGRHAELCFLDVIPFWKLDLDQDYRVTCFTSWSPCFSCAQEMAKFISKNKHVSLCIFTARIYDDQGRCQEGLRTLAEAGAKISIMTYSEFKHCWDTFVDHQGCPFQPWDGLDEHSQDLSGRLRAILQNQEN
NR3A LBD binder: modulates the human NR3A ligand-binding domain. hit rate 2.5% among 340,000. NR3A LBD differential scanning fluorimetry, Tm shift; 0% = protein alone, 100% = glycine-bound protein. AID 1259313. Tm shift relative to glycine control, % at 25 µM;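 active = melting temperature shift of at least 10% of the positive control shift, at one fixed dose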
mIAP block: blocks mouse intestinal alkaline phosphatase. purified mouse IAP, CDP-Star luminescence, 30 min. inhibition, % at 10 µM. hit rate 0.2% among 330,000. AID 2806;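 active = inhibition of at least 40% at 10 µM in the primary screen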;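 note: plate controls were DMSO with enzyme for no effect and no enzyme wells for full effect; values of inactives mirror those of a sister screen read the other way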
MIN6 prolif: MIN6 beta-cell proliferation induction. hit rate 0.29% among 330,000. proliferation, % at 10 µM. MIN6 cells proliferation, ATPlite luminescence, 48 h; cells starved in 0.2% serum; 100% = growth in 10% serum;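 active = compounds whose signal lies at least 3.5 SD above the mean of all wells on their plate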;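 note: 0% = DMSO-treated cells in low-serum medium and 100% = 10% serum control; some compounds called inactive have numbers as strong as hits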
hIAP block: human IAP inhibition; P09923; purified IAP, CDP-Star luminescence, 30 min; inhibition, % at 10 µM; hit rate 0.12% among 330,000;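 active = inhibition reaching a set limit with compound at 10 µM in the primary screen, cut at about 35% in these data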;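 note: plate controls were DMSO wells with enzyme for no effect and no-enzyme buffer wells for full effect; values of inactives mirror those of a sister screen read the other way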
Target sequence (P09923 whole entry, looked up): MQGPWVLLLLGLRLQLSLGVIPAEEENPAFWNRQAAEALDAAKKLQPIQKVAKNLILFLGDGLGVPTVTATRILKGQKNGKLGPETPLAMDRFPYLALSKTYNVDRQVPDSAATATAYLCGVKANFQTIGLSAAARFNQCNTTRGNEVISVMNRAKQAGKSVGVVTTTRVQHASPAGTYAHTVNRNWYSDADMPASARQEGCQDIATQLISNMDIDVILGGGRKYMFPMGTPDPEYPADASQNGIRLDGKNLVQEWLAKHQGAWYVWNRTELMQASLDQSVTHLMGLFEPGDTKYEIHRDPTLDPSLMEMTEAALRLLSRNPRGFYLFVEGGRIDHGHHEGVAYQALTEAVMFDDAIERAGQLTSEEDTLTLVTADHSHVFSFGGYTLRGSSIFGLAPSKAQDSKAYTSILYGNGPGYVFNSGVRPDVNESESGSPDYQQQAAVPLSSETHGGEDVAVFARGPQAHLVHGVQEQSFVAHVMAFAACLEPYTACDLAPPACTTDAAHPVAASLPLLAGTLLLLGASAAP
MPTP block: inhibitors of mitochondrial permeability transition pore; AID 602449; hit rate 1.4% among 360,000; inhibition, % at 10 µM; isolated mouse mitochondria, Ca2+ swelling absorbance, 30 min;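 active = inhibition of 50% or more, scaled per plate between neutral and stimulator controls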;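 note: 0% = DMSO wells given calcium and 100% = 1 mM EGTA wells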
mIAP act: increases mouse intestinal alkaline phosphatase activity | activation factor at 10 µM | muIAP, CDP-Star luminescence, 30 min; active compounds read high; 1 = vehicle-only enzyme signal, 0 = enzyme-free wells | hit rate 0.24% among 330,000 | AID 2805;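 active = activation factor of at least 2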; note: the source names both 10 and 20 µM as test concentration; values of inactives mirror those of a sister screen read the other way
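also added = chemiluminescent substrate CDP-Star | test system = mouse IAP enzyme | signal = chemiluminescence readout | compound = DMSO-dissolved test compounds | incubation = 30 min at room temperature | benchmarks = DMSO wells, no-enzyme wells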
A3A deaminase: blocks human APOBEC3A ssDNA deamination; recombinant A3A, FAM/TAMRA ssDNA deamination fluorescence; inhibition, % at 20 µM; hit rate 0.41% among 330,000; AID 493011;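 active = at least 40% inhibition at 20 µM here, with at most 30% in a related deaminase screen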;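 note: plate controls were A3A with DMSO for no effect and wells lacking A3A enzyme for full effect; some results filed as inactive read as strong as hits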
hIAP act: increases human intestinal alkaline phosphatase activity | AID 2524 | activation factor at 10 µM | P09923 | hit rate 0.16% among 330,000 | purified human IAP, CDP-Star luminescence, 30 min; active compounds read high; 1 = vehicle-only enzyme, 0 = enzyme-free background;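 active = activation factor of the enzyme at least 2-fold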; note: the source names both 10 and 20 µM as test concentration; values of inactives mirror those of a sister screen read the other way
* marks the source's active call; other numbers are inactive results; . = not tested or not shown.

SMILES	APOBEC3G inh	NR3A LBD binder	mIAP block	MIN6 prolif	hIAP block	MPTP block	mIAP act	A3A deaminase	hIAP act
CCN(CC(=O)NCc1ccc(F)cc1)CC(=O)Nc1ccc(S(=O)(=O)N2CCCC2)cc1	-6	-3	-14	-2	5	-1.0	1.1	-4	0.95
O=C(CCSc1ccccc1)Nc1ccc(OCc2ccccc2)cc1	-5	-8	2	-4	-1	1.3	0.97	-15	1
O=c1cc(CSc2nc(NCc3ccccc3)c3ccccc3n2)nc2ccc(Cl)cn12	-7	-2	9	-2	24	-0.5	0.91	-4	0.76
Cc1c(C(=O)Nc2cccc([N+](=O)[O-])c2)cnn1-c1ccccc1	2	-4	-1	-1	-20	0.4	1	2	1.2
CC1CCN(C(=O)Cn2c(=O)n(-c3ccc(F)cc3)c(=O)c3sccc32)CC1	0	0	4	-1	-5	0.9	0.96	6	1
O=C(Nc1ccccc1)C1CCCN(C(=O)c2ccc(Cl)cc2)C1 (centres undefined)	-7	-1	2	2	9	0.2	0.98	-3	0.91
S=C(Nc1ccccc1)N1CCCCCC1	-5	5	0	-1	0	-0.4	1	-1	1
CN(CCO)S(=O)(=O)c1ccc2c(c1)C(=NNC(N)=O)c1cc(S(=O)(=O)N(C)CCO)ccc1-2	2	3	7	-2	10	1.0	0.93	-2	0.9
COc1ccc(N2CC(C(=O)Nc3cccnc3)CC2=O)cc1 (centres undefined)	-8	0	-1	-5	-10	-0.2	1	-2	1.1
C=CCn1c(SCC(=O)N(C)CC(=O)Nc2ccc(C)cc2)nnc1-c1ccncc1	1	-1	-6	2	-1	0.7	1.1	2	1
CSCCC(NC(=O)c1ccc(Cl)cc1)C(=O)OCC(=O)NCc1ccco1 (centres undefined)	-4	0	-1	-3	6	-0.1	1	0	0.94
O=C(/C=C/c1ccc(F)cc1)NCCC1=CCCCC1	-2	10	11	-4	11	40	0.89	2	0.89
COc1cc2c(cc1NC(=O)COc1ccc3ccccc3c1)oc1ccccc12	-6	-2	-6	-4	5	-1.3	1.1	-5	0.95
CCN(CC(=O)NCc1cccs1)C(=O)c1cccc(S(=O)(=O)Nc2ccccc2Cl)c1	-2	-1	-7	-3	-7	0.2	1.1	-5	1.1
COc1ccc(NC(=O)c2cc(C3CC3)on2)c(OC)c1	-2	-5	-3	-2	8	-1.1	1	-1	0.92
c1coc(CNc2nc3sc4c(c3c3ncnn23)CCCC4)c1	-6	1	3	-4	5	2.7	0.97	-3	0.95
COC(=O)c1ccc(C)c(NC(=O)c2c(-c3ccccc3)noc2C)c1	-7	2	8	-2	18	-1.8	0.92	-2	0.82
C/C(C=O)=C/c1ccccc1	-11	0	-12	1	-1	-1.0	1.1	-3	1
CC(C)(C)c1ccc(C(=O)Nc2ccccc2Cl)cc1	9	0	-7	-2	0	1.0	1.1	1	1
O=C(O)CCS(=O)(=O)c1ccc(-c2ccccc2)cc1	-6	1	-9	-5	-2	-1.2	1.1	-4	1
COc1ccc(Cl)cc1Nc1nc(-c2sc(NC(=O)CC(C)C)nc2C)cs1	-4	6	16	5	12	-1.9	0.84	-3	0.88
CCn1c(SCC(=O)NCC2CCCO2)nc2ccccc21 (centres undefined)	-5	2	-1	1	10	0.0	1	18	0.91
COc1ccc(N2CCN(C(=O)c3ccc(Cl)c(S(=O)(=O)N4CCCC4)c3)CC2)cc1	-9	-2	-12	-1	7	-1.0	1.1	-3	0.93
CC(=O)c1cccc(S(=O)(=O)NCC(C)(C)N2CCOCC2)c1	-7	0	-4	-5	1	-1.1	1	-1	0.99
CC(C)(CCl)C(=O)Nc1ccc(OC(F)(F)F)cc1	-1	3	-8	-3	-7	-1.2	1.1	2	1.1
CCCn1c(=N)n(CC(=O)c2ccc(OCC(=O)OC)cc2)c2ccccc21	-11	2	-6	-1	10	-0.7	1.1	-3	0.9
CCCc1cc2c(cc1NC(=O)c1ccc(Br)cc1)OCO2	-1	0	-7	2	11	1.4	1.1	2	0.89
Cc1nonc1OC(C)CNc1ccc([N+](=O)[O-])cc1 (centres undefined)	-4	4	10	-2	3	1.4	0.9	0	0.97
COc1ccc(N2C(=O)c3ccc(C(=O)Nc4ccc(NC(C)=O)cc4)cc3C2=O)cc1	-9	-3	16	0	9	0.0	0.84	-3	0.91
COCCNc1nc(-c2cc(-c3ccccc3)on2)cc(C(C)C)n1	-3	-6	-1	-1	12	0.5	1	-1	0.88
Cc1ccccc1/[N+]([O-])=C/c1ccncc1	0	-1	-12	0	10	-1.0	1.1	2	0.9
CCC1CCc2c(c3ccccc3[nH]c2=O)O1 (centres undefined)	-2	-1	7	0	13	0.0	0.93	0	0.87
CCC(O)CC(C(=O)NNc1ccccc1)C(=O)NNc1ccccc1 (centres undefined)	16	0	6	2	2	-0.7	0.94	-3	0.98
C=CCn1c(=NC(=O)CN2C(=O)CCC2=O)sc2cccc(OC)c21	-3	-2	-3	-1	-8	1.2	1	1	1.1
O=[N+]([O-])c1ccccc1S(=O)(=O)Nc1ccc(-c2ccc(N3CCCC3)nn2)cc1	6	-3	0	-3	-13	0.3	0.99	-2	1.1
Cc1cccc(NC(=O)c2ccc3nc(N4CCOCC4)sc3c2)c1C	-2	0	-3	-1	-8	0.6	1	4	1.1
COc1ccc(NS(=O)(=O)c2ccc3[nH]c(=O)[nH]c3c2)cc1	7	2	16	-1	-6	5.1	0.84	0	1.1
C=C(C)C1CC=C(CN2CCN(Cc3ccccc3)CC2)CC1 (centres undefined)	0	-4	-5	-2	-9	0.0	1	-4	1.1
CN(c1ccccc1)S(=O)(=O)c1cccc(C(=O)NC2CC(C)(C)NC(C)(C)C2)c1	-7	-1	-1	-3	5	-0.3	1	-3	0.95
Cc1cc(C)c2c(c1)-c1c(ssc1=S)C(C)(C)N2C(=O)CN1C(=O)c2ccccc2C1=O	-7	7	15	-2	21	1.8	0.85	2	0.79

Full records, quoted from the list.
Listed for COCCNc1nc(-c2cc(-c3ccccc3)on2)cc(C(C)C)n1 → APOBEC3G inh = -3; NR3A LBD binder = -6; mIAP block = -1; MIN6 prolif = -1; hIAP block = 12; MPTP block = 0.5; mIAP act = 1; A3A deaminase = -1; hIAP act = 0.88
Listed for S=C(Nc1ccccc1)N1CCCCCC1 → APOBEC3G inh = -5; NR3A LBD binder = 5; mIAP block = 0; MIN6 prolif = -1; hIAP block = 0; MPTP block = -0.4; mIAP act = 1; A3A deaminase = -1; hIAP act = 1

Going on with the list:
SMILES	APOBEC3G inh	NR3A LBD binder	mIAP block	MIN6 prolif	hIAP block	MPTP block	mIAP act	A3A deaminase	hIAP act
CCC1(CC)NC(=O)N(CC(=O)OCC(=O)Nc2cc(C)ccc2C)C1=O	-2	-3	3	-2	5	-1.3	0.97	3	0.95
CN(C)CCn1c2c(c(SCC(=O)Nc3cccc4ccccc34)nc1=O)CCC2	0	2	-1	3	-10	-0.1	1	2	1.1
Cc1ccc(S(=O)(=O)N(C)CC(=O)O/N=C(\N)c2cccc([N+](=O)[O-])c2)cc1	-3	3	-1	-4	-10	3.1	1	0	1.1
O=C(O)c1cccc(NC(=O)c2ccc(S(=O)(=O)c3ccccc3)cc2)c1	-6	-8	-1	0	4	1.2	1	-7	0.96
CC(C)C1N(c2ccccc2)C(N)=C(C#N)C1(C#N)C#N (centres undefined)	-2	0	2	-1	6	-0.6	0.98	-3	0.94
COc1ccc(C2CC(c3cc(Br)ccc3F)n3nnnc3N2)cc1 (centres undefined)	0	1	-13	-3	-6	-13	1.1	-18	1.1
O=C(Nc1nsc(-c2ccccc2)n1)c1ccc(F)cc1	-9	1	-7	-4	0	1.2	1.1	-5	1
CCNC(=O)CSc1nnc(-c2cccc(S(=O)(=O)N(CC)CC)c2)n1CCc1ccccc1	-3	0	-3	2	-16	-1.2	1	-2	1.2
O=C(CN1C(=O)c2ccccc2S1(=O)=O)Nc1ccccn1	-7	3	-2	0	8	-0.4	1	-3	0.92
O=C(c1ccc2c(c1)N(Cc1ccccc1F)C(=O)c1ccccc1S2)N1CCOCC1	-1	-1	7	-1	-3	.	0.93	4	1
CCOC(=O)N1CCN(C(=O)c2oc3ccc(S(=O)(=O)N4CCCCC4)cc3c2C)CC1	-6	2	3	0	29	2.3	0.97	-1	0.71
O=C(c1cccc(S(=O)(=O)N2CCN(c3ccc(F)cc3)CC2)c1)N1CCCCCCC1	-8	-2	6	-3	-5	3.4	0.94	-2	1
CC1(c2ccc(OC(F)F)cc2)NC(=O)N(CC(=O)Nc2ccccc2)C1=O (centres undefined)	-6	0	0	0	-4	1.6	1	-3	1
O=C(/C=C/c1ccccc1)NC(=S)NNS(=O)(=O)c1ccccc1	-6	-3	4	1	-43	-1.5	0.96	-6	1.4
S=C(NC1CCCCCC1)NC1CCCC1	3	-3	-5	0	-3	4.2	1	0	1
O=C(Nc1ccon1)c1cccc(S(=O)(=O)N2CCCCC2)c1	1	0	-5	0	16	2.6	1	6	0.84
COc1ccc(OC)c(C(c2c(C)[nH][nH]c2=O)c2c(C)[nH][nH]c2=O)c1	-7	1	3	-2	-21	-0.5	0.97	-2	1.2
C[C@@H]1CN(C(=O)c2nc3ccc(Cl)cn3c2CN(C)CCc2cnn(C)c2)C[C@H](C)O1	-6	0	8	0	3	3.0	0.92	-5	0.97
C=CCNc1nnc(Sc2ncccc2[N+](=O)[O-])s1	-9	-1	2	-5	-1	-0.2	0.98	-2	1
COc1ccc2nc(C)cc(SCC(=O)N3CCCCC3)c2c1	-4	-2	-10	6	-10	-0.2	1.1	-1	1.1
CC(C)N1CCc2c(sc(NC(=O)c3ccc([N+](=O)[O-])o3)c2C(N)=O)C1	8	.	0	-6	-31	1.2	1	-5	1.3
CCCNC(=O)c1ccc(C2SCC(=O)N2CCc2ccccc2)cc1 (centres undefined)	-9	-5	8	0	0	1.8	0.92	-4	1
CCCCNc1ccc2nsnc2c1[N+](=O)[O-]	-3	3	-12	-2	4	-1.2	1.1	-2	0.96
COc1ccc(-n2ncc3c2CC(C)(C)CC3NC(=O)c2cn[nH]c2)cc1 (centres undefined)	-6	1	10	2	-6	-0.6	0.9	-2	1.1
CC1(C)CC(=O)C2=C(C1)Nc1ccccc1NC2c1cccnc1 (centres undefined)	2	-3	20	0	-10	0.4	0.8	7	1.1
COc1ccc(CCN=C(N)NS(=O)(=O)c2ccc(F)cc2)cc1OC	-4	0	2	2	-2	-2.0	0.98	-2	1
Fc1ccc(NC2=NCCCCC2)cc1	-5	1	2	-3	8	-3.1	0.98	1	0.92
CC(CC(=O)Nc1ccc2c(c1)OCO2)c1ccccc1 (centres undefined)	-5	-3	6	-1	5	1.4	0.94	-6	0.95
COc1cccc(N(CC(=O)NCCSCc2ccc(C)cc2)S(C)(=O)=O)c1	-4	0	-2	-3	9	0.3	1	1	0.91
CCCc1ccc(NC(=O)C2CCCN(c3cnccn3)C2)cc1 (centres undefined)	0	5	3	-2	-16	1.3	0.97	-1	1.2
CCCn1c(NCc2cccc(OC)c2O)nc2ccccc21	-2	1	-9	2	2	-0.4	1.1	-1	0.98
O=C(CSc1nnc(COc2ccc(Cl)cc2)o1)N1CCCCC1	0	-2	-1	0	-2	0.0	1	1	1
